# Source: PubChem
# HEK cytotox: HEK 293 cell cytotoxicity; HEK 293 viability, ATP luminescence (CellTiter-Glo), 48-72 h; Potency, µM (highest dose often 115 µM), for the others: at the highest dose activity change, negative = cytotoxicity, actives largely listed as inhibitors; actives 6.6% (n = 94,000); AID 1345083; also: potency is read from the fitted curve at half-maximal effect; nearly all actives have a fitted effect of over 60% in size
#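 ATP-coupled CellTiter-Glo luminescence served as viability read-out, recorded 10 min after reagent addition at room temperature. HEK 293 cells, 250 cells/well, had been incubated with pintool-transferred compound for 48 or 72 hr at 37 degree Celsius.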
# FLuc inh: blocks purified firefly luciferase enzyme activity; P08659; purified P. pyralis luciferase, luminescence, biochemical; Potency, µM (highest dose often 115 µM), inactives show at the top dose activity change, negative = inhibition, hits mostly inhibitors; actives 2.5% (n = 76,000); AID 1347043; also: potency is read from the fitted curve at half-maximal effect; nearly all actives have a fitted effect of over 65% in size
#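 Purified P. pyralis luciferase (10nM final) in 50mM Tris acetate pH 7.5, 10mM Mg acetate, 0.01% Tween-20, 0.05% BSA with 10uM D-luciferin and 10uM ATP. Compounds titrated qHTS. Luminescence imaged on CCD.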
# GPT2 inh: GPT2 alanine aminotransferase inhibition. Q8TD30. Recombinant GPT2, coupled pyruvate oxidase/HRP Amplex Red fluorescence. Potency, µM (series often up to 57.7 µM), inactives show at the highest dose activity change, negative = inhibition, hits mostly inhibitors. actives 0.25% (n = 100,000); also: potency is read from the fitted curve at half-maximal effect; nearly all actives have a fitted effect of over 60% in size; many of its hits are not listed in these tables
# Target sequence (Q8TD30 whole entry, looked up): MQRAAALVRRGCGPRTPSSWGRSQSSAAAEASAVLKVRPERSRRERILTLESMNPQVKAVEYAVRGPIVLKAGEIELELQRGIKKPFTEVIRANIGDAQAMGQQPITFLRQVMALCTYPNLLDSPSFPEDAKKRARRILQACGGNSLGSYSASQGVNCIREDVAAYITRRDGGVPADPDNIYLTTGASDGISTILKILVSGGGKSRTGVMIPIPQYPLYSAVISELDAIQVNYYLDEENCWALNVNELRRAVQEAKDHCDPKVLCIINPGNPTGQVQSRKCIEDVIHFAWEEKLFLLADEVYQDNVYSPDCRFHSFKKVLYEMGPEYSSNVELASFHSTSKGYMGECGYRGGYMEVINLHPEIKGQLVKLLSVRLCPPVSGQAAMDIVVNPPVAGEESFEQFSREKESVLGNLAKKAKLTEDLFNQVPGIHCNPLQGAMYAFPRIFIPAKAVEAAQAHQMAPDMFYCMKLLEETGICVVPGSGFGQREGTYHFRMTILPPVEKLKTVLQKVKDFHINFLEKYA
#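 Fluorescence read-out: pyruvate from GPT2 turnover coupled to pyruvate oxidase, HRP and Amplex Red (0.2mM ThPP, 0.2U/mL PO and HRP, 50uM Amplex final). Substrates 250uM a-KG, 2mM L-alanine; enzyme 10ng/uL; 30 min RT.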
# SNCA expr inhib: SNCA gene expression inhibition. Potency, µM (doses to about 57.2 µM), for the others: at the highest dose activity change, negative = inhibition, hits mostly inhibitors. HEK-293 SNCA-luciferase knock-in, luminescence, 24 h. actives 0.17% (n = 140,000). AID 1671194;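 also: potency is read from the fitted curve at half-maximal effect; plate controls were DMSO cells for no effect and cell-free wells for full effect; nearly all actives have a fitted effect of over 45% in size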
# IP6K1 inhibitor: inhibitors of human IP6K1; IP6K1 kinase, ADP-Glo luminescence, 2 h; hits give low values; Q92551; AID 1645851; actives 0.81% (n = 140,000); activity change, % (series mostly up to about 58 µM); in the data active = activity change below about -25%
# Target sequence (Q92551 whole entry, looked up): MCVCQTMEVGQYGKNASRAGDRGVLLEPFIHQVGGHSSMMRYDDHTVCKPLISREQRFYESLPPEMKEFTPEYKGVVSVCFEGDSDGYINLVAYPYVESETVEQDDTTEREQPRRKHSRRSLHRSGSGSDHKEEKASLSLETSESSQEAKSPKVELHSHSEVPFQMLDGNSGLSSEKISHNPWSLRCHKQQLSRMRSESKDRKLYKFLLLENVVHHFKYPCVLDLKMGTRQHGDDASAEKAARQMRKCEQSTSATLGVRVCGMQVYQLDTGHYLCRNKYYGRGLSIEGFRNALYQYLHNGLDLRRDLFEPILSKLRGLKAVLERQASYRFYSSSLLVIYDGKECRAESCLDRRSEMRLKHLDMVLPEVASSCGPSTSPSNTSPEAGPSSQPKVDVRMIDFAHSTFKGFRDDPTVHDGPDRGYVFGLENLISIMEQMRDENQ
#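 ADP-Glo luminescence measures ADP made by human IP6K1 during a 2 h RT reaction with ATP/IP6 (mix at 1.3 mM/130 uM); top library doses 57.5 and 19.1 uM final.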
# NIH3T3 tox: NIH 3T3 cell cytotoxicity. NIH 3T3 viability, CellTiter-Glo ATP luminescence, 48-72 h. Potency, µM (titrated, usually from 96.7 µM), without a hit: at the top dose activity change, negative = cytotoxicity, most hits filed as inhibitors. actives 4.3% (n = 94,000); also: potency is read from the fitted curve at half-maximal effect; nearly all actives have a fitted effect of over 55% in size
#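 Cytotoxicity is measured as loss of cellular ATP: NIH 3T3 cells (400/well) are exposed to compound for 48 or 72 hr at 37 °C, then CellTiter-Glo luminescence is imaged after 10 min at room temperature.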
# SNCA viab count: cell viability loss counter-screen; HEK-293-SNCA-luc viability, GF-AFC fluorescence, 24 h; Potency, µM (top dose mostly 57.1 µM), inactives show at the highest dose activity change, negative = cytotoxicity, usual class: cytotoxic; actives 0.12% (n = 150,000); AID 1671193;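 also: potency is read from the fitted curve at half-maximal effect; 0% = DMSO-treated cells and -100% = medium-only wells without cells; nearly all actives have a fitted effect of over 30% in size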
#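 Cytotoxicity counterscreen: after 24 h compound treatment of genome-edited SNCA-luciferase HEK-293 cells, live-cell protease substrate GF-AFC read by fluorescence after 30 min; activity scaled between DMSO (0%) and medium-only (-100%), curves Hill-fitted.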
# Numbers without * were called inactive; i = inactive; ? = inconclusive; nt = no result given; [ ] = dose if it differs, or a comment. Unless noted, calls follow the shape of the dose curve; as a rule, active = well fitted curve in the direction sought with a large enough effect; inconclusive = small, poorly fitted or top-dose-only effect, or another doubt; inactive = no such curve, though single readings can be large; an effect the other way counts as inactive or inconclusive. Unless noted, % is scaled to controls: 0 for no effect and ±100 for the full control effect. A portion of the library (hit frequency here may not be typical).
# Under each structure – HEK cytotox, SNCA expr inhib, NIH3T3 tox, IP6K1 inhibitor, SNCA viab count, FLuc inh, GPT2 inh
O=C(CC1N=C2c3ccccc3N=C(SCC(=O)Nc3cccc(C(F)(F)F)c3)N2C1=O)NCc1cccs1 (stereo unspecified)
  nt, ?, nt, -9, ?, nt, nt
CC(C)(C(=O)NCCc1ccccc1)C1CCOCC1
  -3%, -22%, i, 8, -6%[12.5 µM], -10%, i
O=C(Cn1ncn2c(cc3sccc32)c1=O)NCCc1ccccc1
  nt, 61%[activator], nt, -6, 4%, nt, nt
CCC(C)Oc1ccccc1CNc1ncnc2c1c(C)nn2C (stereo unspecified)
  ?, 9%, ?, -9, 7%, -9%, 2%
CCOc1ccccc1NC(=O)Cn1c(=O)n(-c2ccc(F)cc2)c(=O)c2c3c(sc21)CN(C(C)=O)CC3
  nt, ?, nt, 33, 13%, nt, nt
Cc1cccc(C(=O)N[C@H]2CN(CCS(C)(=O)=O)C[C@@H]2C(C)C)c1
  i, 8%, -1%, 19, -8%, 2%, -9%
CC1=C[C@@H](CNS(=O)(=O)Cc2ccccc2)[C@H](C(C)C)C[C@H]1CC(=O)N1CCOCC1
  -4%, 10%, ?, 1, ?, 1%, -9%
Cc1cc(C(=O)N[C@@H]2CN(c3ccncn3)C[C@H]2CN(C)C)n[nH]1
  -5%, 8%, -10%, 10, 0%, -3%, i
O=C1[C@H]2CN(Cc3cc(Cl)ccc3F)C[C@H]2C(=O)N1CCc1ccccc1
  ?, 6%, -22%, 1, -1%, 6%, 1%
O=C(NCc1ccco1)c1ccc2c(c1)N(Cc1ccc(F)cc1)C(=O)c1ccccc1S2(=O)=O
  nt, -20%, nt, 3, 6%, nt, nt
COc1ccc(C(=O)N(Cc2ccc(C(C)C)cc2)C2CCS(=O)(=O)C2)cc1 (stereo unspecified)
  nt, 2%, nt, -7, -28%, nt, nt
Cc1cccc(N2CCN(C(=O)Cn3ncc4c([nH]c5ccccc54)c3=O)CC2C)c1 (stereo unspecified)
  nt, 22%, nt, 4, 6%, nt, nt
O=C(NC1CCCN(c2cc(-c3ccccc3)[nH]n2)C1)c1ccccc1Br (stereo unspecified)
  ?, 154%[activator], ?, 18, -8%, ?, i
CC1=C[C@@H](CNC(=O)c2ccc(C#N)cc2)[C@H](C(C)C)C[C@H]1Cc1nnc(-c2ccncc2)o1
  ?, ?, ?, 6, -16%, -2%, -15%
COCCN1CCOc2nc(-c3cccc(C)c3)ncc2C1=O
  -29%[172 µM], -64%[87.6 µM], ?, 8, 3%[87.6 µM], ?, 0%[88.5 µM]

# Random excerpt: two compounds from above
# Under each structure – HEK cytotox, SNCA expr inhib, NIH3T3 tox, IP6K1 inhibitor, SNCA viab count, FLuc inh, GPT2 inh
Cc1cc(C(=O)N[C@@H]2CN(c3ccncn3)C[C@H]2CN(C)C)n[nH]1
  -5%, 8%, -10%, 10, 0%, -3%, i
Cc1cccc(C(=O)N[C@H]2CN(CCS(C)(=O)=O)C[C@@H]2C(C)C)c1
  i, 8%, -1%, 19, -8%, 2%, -9%

# The list goes on:
# Under each structure – HEK cytotox, SNCA expr inhib, NIH3T3 tox, IP6K1 inhibitor, SNCA viab count, FLuc inh, GPT2 inh
CCOC(=O)C1CCN(C(=O)CSc2n[nH]c(-c3ccccc3Cl)n2)CC1
  nt, -12%, nt, 31, 3%, nt, nt
COc1ccc(CCN(C)CCCC(C#N)(c2cc(OC)c(OC)c(OC)c2)C(C)C)cc1OC (stereo unspecified)
  nt, 25%, nt, -12, -11%, nt, i
O=C(O)CCC(=O)O
  nt, -6%[25.6 µM], nt, 12, -12%[23.9 µM], nt, i
COC(=O)c1c(C)nn(-c2ccc(F)cc2)c1-n1cccc1
  nt, ?, nt, 7, -8%, nt, nt
COc1ccc(OC)c(NS(=O)(=O)c2ccc(-n3cccn3)cc2)c1
  nt, ?, nt, 9, 2%, nt, nt
CCOCCCNC(=O)c1ccc2c(c1)NC(=O)C(CS(=O)(=O)Cc1ccc(F)cc1Cl)N2 (stereo unspecified)
  nt, 4%, nt, -43*, 5%, nt, nt
COc1cccc(CSc2nc3cc(C(=O)NC4CCCC4)ccc3c(=O)n2Cc2ccccc2)c1
  nt, -8%, nt, 3, -3%, nt, nt
Cc1ccc(C2=NC3(CCN(C(=O)c4cccc(Cl)c4)CC3)ON2)cc1
  ?, -10%, -12%, -9, 6%, ?, 4%
O=C(Nc1ccc(F)cc1F)N1CCOc2ccc(CN3CCc4ccccc4C3)cc2C1
  ?, 20%, ?, -4, ?, -21%, i
CCOC(=O)c1c(-c2ccc(OC)c(OC)c2)csc1NC(=O)c1ccc(C)cc1
  nt, -4%, nt, -8, -3%, nt, nt
CN(C)C[C@@H]1CN(c2ccncn2)C[C@H]1NC(=O)Cn1c(=O)oc2ccccc21
  -4%, 9%, -14%, -3, -15%, -1%, 2%
CN1c2cc(C(=O)Nc3ccc(C#N)cc3)ccc2C(=O)N2CCCCC21 (stereo unspecified)
  ?, ?, 35µM*, 5, 2%[12.5 µM], -17%, i
Cc1ccc(NC(=O)C2CN(S(=O)(=O)C3CC3)CC23CCCCC3)c(C)c1 (stereo unspecified)
  ?, -7%, ?, 29, 4%, 1%, i
COc1ccc(NC(=O)Cn2c(=O)n(Cc3nc(-c4ccccc4)no3)c(=O)c3ccccc32)cc1Cl
  nt, 25%, nt, 12, 9%, nt, nt
Cc1noc(-c2ccc3c(c2)OCO3)c1C(=O)NCc1ccccc1
  ?, 9%, -23%, 2, 13%, -1%, 0%
Cc1cc(C)c(CN2CCC(n3cc(C(C)(C)N)nn3)CC2)c(C)c1
  ?, ?, 79µM*, 15, -13%, -10%, i
CC(=O)N1CCC([C@@H]2CN(C(=O)c3ccc(Br)o3)C[C@H]2CO)CC1
  4%, 8%, -11%, -9, 3%[12.5 µM], 5%, i
O=c1n(-c2ccc(Cl)cc2)nc2n1CCN([S+](=O)([O-])c1ccccc1)C2
  ?, 3%, -24%, -1, -9%, nt, 2%
CC(=O)N1CCC(N2CCC3(CC2)CN(C2CCC2)CC3CO)CC1 (stereo unspecified)
  -1%, 1%, i, 1, -4%, -2%, i
CC(c1ccccc1)N1Cc2cc(NC(=O)c3ccccc3)ccc2OCC1=O (stereo unspecified)
  ?, -18%, ?, 14, 1%, -22%, -2%
CCOC(=O)c1ccccc1NC(=O)c1sc2ncn(CC)c(=O)c2c1C
  nt, 43%[activator], nt, -2, 16%, nt, nt
Cc1ccc(Nc2ccnc(N3CCCC(C(=O)NCC4CCCCCC4)C3)n2)cc1 (stereo unspecified)
  28µM*, ?, ?, -11, 4%[12.5 µM], nt, -1%
O=C(NCc1ccccc1)C1CCCN(C2CCN(C(=O)C3CCC3)CC2)C1 (stereo unspecified)
  -2%, -4%, i, 7, -3%, -3%, i
CCC(=O)N1CCCC(n2c(C)cnc2-c2ccncc2)C1 (stereo unspecified)
  -6%, -11%, -2%, 16, -1%, 6%, i
COc1cccc(Nc2ccc3c(n2)C(C)(C(=O)NC2CCC2)CN(C)C3)c1 (stereo unspecified)
  ?, -9%[87.6 µM], ?, 1, 3%[87.6 µM], -18%[172 µM], -11%[88.5 µM]
O=C(O)C1CCc2nnc(C3CCN(C(=O)Cc4ccccc4)CC3)n21 (stereo unspecified)
  1%, 11%, i, 6, 0%, nt, -13%
CS(=O)(=O)N1CCC2(CC1)CC(CC(=O)N1CCN(c3ccccc3F)CC1)CCO2 (stereo unspecified)
  ?, 34%, ?, 6, -2%, nt, i
COc1ccc(CCNC(=O)C(=O)NCC(c2cccnc2)N2CCN(c3ccccc3)CC2)cc1 (stereo unspecified)
  nt, ?, nt, 8, -7%, nt, nt
O=C1[C@H]2CN(Cc3ccccc3F)C[C@H]2C(=O)N1CCN1CCc2ccccc2C1
  ?, 5%, -24%, 8, 4%, 5%, 3%
O=C1OC2(c3ccccc31)c1cc(Br)c(O)c(Br)c1Oc1c2cc(Br)c(O)c1Br
  nt, -43%[25.6 µM], nt, -69*, -12%[23.9 µM], nt, 1%
Cc1ccc(-c2cn3cc(C(=O)NCc4ccccc4)nc3s2)cc1
  ?, -12%, -29%, -2, 10%, nt, i
O=C(C1CCCC1)N1CC2(CCCCN2Cc2cccnc2)Cc2ccccc21 (stereo unspecified)
  ?, -15%, ?, -8, -25%, nt, -6%
CC(C)C1=NOC2(CCN(C3COC3)CC2)C1
  i, -1%[87.6 µM], i, -19, -1%[87.6 µM], nt, i
CN1CC(=O)N(c2ccccc2)Cc2c(NCCOc3ccccc3)ncnc21
  ?, 1%, ?, -4, -13%, -6%, 3%
Cc1nnnn1CCCN1CCC2(CC1)CNC(C(=O)O)C2 (stereo unspecified)
  i, -3%, -2%, 17, -5%, -7%, -14%
COC(=O)c1ccc(Cl)cc1NC(=O)Nc1nnc(N2CCCC2)s1
  nt, 15%, nt, -4, -21%, nt, nt
COc1ccc(CN2CCCC(CNC(=O)NC(C)C)C2)cc1O (stereo unspecified)
  3%, 7%, -26%, 16, 4%, 0%, -11%
COC[C@@H]1CN(c2cnccn2)C[C@H]1C(=O)NCc1ccco1
  i, -18%, 2%, 12, 16%, -2%, i
COC[C@@H]1CN(S(=O)(=O)c2cccc(C)c2)C[C@H]1c1nc(C)no1
  i, -20%, -5%, 4, -4%, 0%, i
COc1ccc(NC(=O)[C@@H]2C[C@H](c3ccc(F)cc3)N(Cc3ccccc3Cl)C2)cn1
  28µM*, ?, 22µM*, 10, ?, -7%[172 µM], -3%[88.5 µM]
O=C(c1ccc(F)cc1)N1CCN(C2CCN(Cc3cccnc3)C2=O)CC1 (stereo unspecified)
  -27%, 2%, -10%, 10, 4%, -10%, i
COc1ccccc1Nc1ccnc(N2CCCC(C(=O)NCCCc3ccccc3)C2)n1 (stereo unspecified)
  50µM*, 2%, ?, 10, 0%[12.5 µM], nt, i
COc1ccc(-c2cn3cccnc3n2)cc1NC(=O)COc1ccccc1
  nt, 15%, nt, 18, -27%, nt, nt
C[C@]12CC[C@H](O)CC1=CC[C@@H]1[C@H]2CC[C@]2(C)C(c3cccnc3)=CC[C@H]12
  nt, -23%[25.6 µM], nt, nt, -3%[23.9 µM], nt, 0%[27.3 µM]
COc1ccc(OCC(O)CN2CCC(=O)N(CC3CC3)Cc3cc4c(cc32)OCO4)cc1 (stereo unspecified)
  ?, nt, ?, 10, nt, nt, nt
C[n+]1c2cc(N)ccc2cc2ccc(N)cc21 (tested in a mixture with another compound)
  nt, -33%[25.6 µM], nt, 4, 53%[23.9 µM], nt, i
Cc1cc(-n2c(SCC(=O)NCc3ccccc3)nc3ccsc3c2=O)ccc1Cl
  nt, -18%, nt, 0, -27%, nt, nt
CCN(CC)S(=O)(=O)c1ccc(NC(=O)[C@H](CCSC)N2Cc3ccccc3C2=O)cc1
  nt, -20%, nt, -21, -14%, nt, nt
COc1ccc(C(=O)NCc2nnc3cc(-c4nc(C)no4)ccn23)cc1F
  -5%, ?, i, 22, -4%, -2%, 4%
